Assay outcomes as filed in PubChem BioAssay.
STEP block: inhibitors of human striatal-enriched phosphatase STEP | P54829 | recombinant STEP, OMFP fluorogenic substrate, fluorescence | inhibition, % at 20 µM | 360,000 tested, 0.25% active | AID 588621;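 active means inhibition at 20 µM, scaled per plate between control wells, above about 37%, limit read from the data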;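 further: 0% = DMSO with enzyme and substrate and 100% = substrate only without enzyme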
Target sequence (P54829 whole entry, looked up): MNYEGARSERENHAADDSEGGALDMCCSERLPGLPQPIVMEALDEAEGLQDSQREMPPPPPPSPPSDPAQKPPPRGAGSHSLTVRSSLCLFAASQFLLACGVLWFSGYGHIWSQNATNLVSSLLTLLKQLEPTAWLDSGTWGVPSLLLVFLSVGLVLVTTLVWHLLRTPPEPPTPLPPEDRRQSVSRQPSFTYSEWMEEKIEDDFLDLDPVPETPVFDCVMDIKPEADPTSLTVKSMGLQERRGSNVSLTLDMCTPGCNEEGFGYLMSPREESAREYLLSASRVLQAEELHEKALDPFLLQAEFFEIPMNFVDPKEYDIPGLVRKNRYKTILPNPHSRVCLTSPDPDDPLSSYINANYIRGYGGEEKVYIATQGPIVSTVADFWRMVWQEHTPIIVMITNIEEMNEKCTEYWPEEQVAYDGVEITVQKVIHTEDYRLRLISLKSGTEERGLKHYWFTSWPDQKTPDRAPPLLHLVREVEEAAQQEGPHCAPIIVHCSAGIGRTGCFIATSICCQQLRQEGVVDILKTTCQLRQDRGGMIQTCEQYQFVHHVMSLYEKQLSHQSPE
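Material: STEP (striatal-enriched tyrosine phosphatase) enzyme, cell-free; Compound dosing: 20 µM single dose in 1% DMSO; Technique: fluorescence read at 480 nm ex / 540 nm em; Times: reaction 20 min, ambient temperature; Medium: 50 mM Bis-Tris pH 6.0 with 2.5 mM DTT and 0.005% Tween 20; Also added: OMFP at 25 µM.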
Scp-1 inhibitor: blocks human Scp-1 phosphatase activity; Q9GZU7; 340,000 tested, 0.88% active; AID 493091; inhibition, % at 20 µM; Recombinant Scp1, phosphopeptide, malachite green phosphate absorbance;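 active means inhibition above about 50% at 20 µM, limit read from the data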;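 further: plate controls were DMSO wells with enzyme for no effect and wells lacking enzyme for full effect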
Target sequence (Q9GZU7 76-261 limits assumed): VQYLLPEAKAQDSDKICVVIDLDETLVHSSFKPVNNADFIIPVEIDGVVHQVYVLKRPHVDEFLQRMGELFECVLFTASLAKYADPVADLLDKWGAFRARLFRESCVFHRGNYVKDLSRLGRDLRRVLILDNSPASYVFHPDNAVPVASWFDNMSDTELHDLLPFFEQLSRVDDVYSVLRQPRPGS
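Test system – truncated SCP-1 phosphatase (76-261aa) · Reagent – Phosphorylated 17-residue peptide substrate · Incubation – 45 min room-temperature reaction, 5 min colour, 30 min stabiliser · Detection – colorimetric phosphate reagent with accelerator and stabiliser, absorbance at 630 nm · Measure – % inhibition at 20 µM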
NadD block: inhibitors of Staphylococcus aureus NadD | purified NadD enzyme, colorimetric absorbance read-out | inhibition, % at 20 µM | 360,000 tested, 0.78% active | AID 602399; in the data active means inhibition above about 26%; further: some compounds past the cut are filed as inactive
CSN deneddyl inh: inhibitors of human CSN-mediated cullin deneddylation; Purified CSN, SCF-Nedd8-OG deneddylation, fluorescence polarization; inhibition, % at 12.5 µM; 360,000 tested, 0.38% active;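 active means pattern-corrected inhibition above about 35%, with an unprinted fluorescence ratio check between 0.5 and 1.5, limit read from the data, passing the limit was not always enough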;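 further: 0% = enzyme with substrate and 100% = substrate without enzyme; some results filed as inactive read as strong as hits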
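Schedule: reaction 90 min, room temperature / Assay system: HEK293T-derived human Csn5 enzyme / Input: Csn5 at 0.24 nM final / Measure: inhibition of Csn5 cleavage, % / Control set: substrate-only high control, full reaction low control / Technique: fluorescence polarization of the substrate / Buffer or medium: Tris/NaCl/DTT buffer, pH 7.5 / Reagent: SCFSkp2-Nedd8OG substrate at 10 nM final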
Rpn11 inh: Rpn11 (human) deubiquitinase inhibition; O00487; human 26S proteasome, Ub4-pepOG fluorescence polarization; 20S core pre-blocked with epoxomicin; calls only at 20 µM; 360,000 tested, 0.59% active;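 active means inhibition at 20 µM, scaled to each plate's controls, above about 33%, limit read from the data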
Target sequence (O00487 whole entry, looked up): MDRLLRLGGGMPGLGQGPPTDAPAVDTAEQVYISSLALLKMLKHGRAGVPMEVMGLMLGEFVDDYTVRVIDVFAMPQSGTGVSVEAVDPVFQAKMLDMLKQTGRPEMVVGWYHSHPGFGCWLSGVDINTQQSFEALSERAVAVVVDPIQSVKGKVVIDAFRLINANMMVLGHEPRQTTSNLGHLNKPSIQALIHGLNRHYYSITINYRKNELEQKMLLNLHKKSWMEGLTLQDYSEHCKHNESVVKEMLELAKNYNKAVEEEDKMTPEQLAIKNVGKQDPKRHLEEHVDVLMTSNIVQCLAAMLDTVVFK
Rin1-Abl PPI inh: inhibitors of human Rin1-Abl protein interaction; P00519+Q13671; 360,000 tested, 0.4% active; inhibition, % at 7.35 µM; AID 588664; TR-FRET Rin1/Abl binding, biochemical; in the data active means inhibition above about 5%, passing the limit was not always enough
SUMO1-SIM PPI: SUMO1-SIM interaction modulation; SUMO1 binding to a labelled peptide, TR-FRET, 1 h; P63165; inhibition, % at 20 µM; 360,000 tested, 0.33% active; in the data active means inhibition above about 37%
LMPTP inh: blocks human LMPTP phosphatase; P24666; recombinant LMPTP-A, OMFP fluorogenic substrate, fluorescence intensity; inhibition, % at 20 µM; 360,000 tested, 0.22% active;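 active means compounds that cut the enzyme signal by at least half of the control window in the single-dose screen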;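 further: plate controls were DMSO wells with enzyme plus substrate for no effect and substrate without enzyme for full effect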
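Material: LMPTP-A; amount: 0.625 nM enzyme; doses: single 20 µM dose; times: reaction 50 min, room temperature, dark; technique: fluorescence intensity of OMFP turnover product; benchmarks: no-enzyme and uninhibited controls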
Neddyl block: blocks human cullin neddylation; P61081+Q13564; TR-FRET cullin neddylation, biochemical; calls only at 25 µM; 360,000 tested, 0.58% active; AID 651699; in the data active means inhibition above about 36%
DNMT1 inh: DNMT1 (human) enzyme inhibition. 360,000 tested, 0.83% active. DNMT1 molecular beacon, Hinp1I cleavage, fluorescence. inhibition (reported as % activation of signal), % at 10 µM; in the data active means inhibition above about 50%
* marks the source's active call; other numbers are inactive results; i = inactive; . = not tested or not shown. Rows were taken by chance; overall some 3.8% were active at least once.

STEP block,Scp-1 inhibitor,NadD block,CSN deneddyl inh,Rpn11 inh,Rin1-Abl PPI inh,SUMO1-SIM PPI,LMPTP inh,Neddyl block,DNMT1 inh,compound
2,-3,4,-2,i,1,-1,-0.9,i,0,CC1=C(/C=C/C(=O)O)C(C)(C)CCC1
0,-1,-6,-3,i,2,-2,0.3,i,1,COc1cccc(CN(C)C(=O)C(CCSC)NS(=O)(=O)c2ccc3c(c2)OCCO3)c1OC (stereo not given)
-3,0,-1,-2,i,-3,-5,1.2,i,0,CCN(Cc1cc(=O)[nH]c2ccccc12)C(=O)c1ccc(C)cc1
1,-4,-4,0,i,0,-4,-0.2,i,1,CCOc1ccc(-n2c(=O)c3sccc3n(CC(=O)NCC3CCCO3)c2=O)cc1 (stereo not given)
0,-9,6,3,i,-2,-6,-0.2,i,0,Cn1c(=O)c2c(ncn2CC(=O)N/N=C/C(Br)=C/c2ccccc2)n(C)c1=O
0,12,-7,-2,i,-4,-29,3.4,.,12,COc1ccc2cc3cc(C(=O)NCCCN4CCC(C)CC4)oc3nc2c1
2,3,13,1,i,-2,16,1.2,i,6,O=C(O)/C=C/C(=O)NNC(=O)c1cc(-c2ccccc2)n[nH]1
1,-14,27,3,i,0,-37,0.2,i,-5,CO/N=C/CC(=O)c1ccc([N+](=O)[O-])c(CS(=O)(=O)c2ccc(Cl)cc2)c1
-6,-4,-7,-1,i,2,0,-0.9,i,1,c1ccc(C2COC(c3cccs3)=N2)cc1 (stereo not given)
3,3,8,-6,i,-3,6,1.6,i,-2,O=C(c1cnc(N2CCN(c3ncccn3)CC2)c2ccccc12)N1CCN(c2ccccn2)CC1
-2,-2,-7,-1,i,-1,8,-0.7,i,-1,CS(=O)(=O)Cc1ccc(C(=O)NC2CCSc3ccccc32)cc1 (stereo not given)
-1,-10,7,-1,i,-1,4,-0.6,i,-3,CS(=O)(=O)N(Cc1ccc(C(=O)NCCSCc2ccco2)cc1)c1ccccc1
0,-13,-1,1,i,-1,-2,-1.6,i,0,C=CCNC(=S)/N=c1/ccccn1C
-2,-11,-4,0,i,3,0,-2.0,i,2,COc1ccc(CN2CCC(=O)N(CCO)CC2)cc1OC
-2,-4,-3,-4,i,1,2,-2.2,i,-1,Cc1c(NC(=O)C(C)Sc2nc(N)cc(=O)[nH]2)c(=O)n(-c2ccccc2)n1C (stereo not given)
-4,-10,1,1,i,0,5,-0.4,i,-1,Cn1c(Cn2c(=O)sc3ccccc32)nnc1SCC(=O)NCc1ccc2c(c1)OCO2
-2,-7,-1,-1,i,0,-4,-0.5,i,2,CC(C)c1nc2cc(C(=O)NC(C)c3cnn(C)c3)ccc2o1 (stereo not given)
1,-3,4,0,i,-2,3,0.4,i,2,C=CCNc1nnc(Cc2ccc(F)cc2)c(=O)[nH]1
0,-7,-1,-1,i,3,-1,-0.6,i,-1,O=Cc1c(NCCc2ccc(F)cc2)c2ccccc2[nH]c1=O
0,-2,-2,-3,i,-6,11,0.6,i,-3,COc1ccc(N(CC(=O)Nc2cc(Cl)ccc2C)S(=O)(=O)c2c(C)n[nH]c2C)cc1
6,-3,2,-6,i,3,-2,-1.0,i,-1,COc1ccc(NS(=O)(=O)c2cccc(C(=O)N/N=C/c3ccccn3)c2)cc1
0,0,-7,1,i,0,-9,5.3,i,-6,COc1cccc2sc3ccc(C#CC4(O)CCCCC4)cc3c(=O)c12
-2,21,9,-2,i,4,3,-0.8,i,3,CC(=O)OC(C[N+]1(C)CCCCCC1)c1ccccc1 (stereo not given)
-1,-5,-2,-2,i,-1,5,0.8,i,8,O=C(Nc1cccc(S(=O)(=O)N2CCOCC2)c1)c1ccc(Cl)nc1
1,1,2,-3,i,-2,-31,1.3,i,-3,NC(=O)CC(NC(=O)c1ccccc1)c1ccc(NCc2ccccn2)c([N+](=O)[O-])c1 (stereo not given)
2,-12,1,0,i,-4,-8,-1.6,i,-2,Cc1ccc(/C=N\NC(=O)c2csnn2)cc1
-2,1,-3,-7,i,-3,-1,-1.6,i,0,CCOC(=O)c1[nH]nc(-c2c(O)cc(C)cc2O)c1-c1csc(C)n1
0,-7,0,-2,i,3,-21,1.0,i,1,Cc1nn2c(nc1=O)SCC(c1ccccc1)=N2
3,-6,11,23,i,4,9,0.6,i,-1,CC[C@@H]1CC=C[C@H]2[C@H]1C(=O)N(Cc1ccccc1)[C@H]2c1ccoc1
-1,-3,-2,-4,i,-2,0,-0.8,i,0,CCC(C(=O)Nc1cc(C)on1)c1ccccc1 (stereo not given)
-1,-1,-2,0,i,5,1,0.4,i,3,COc1ccccc1C(=O)NNC(=O)c1ccc(F)cc1
1,0,-1,-2,i,1,-2,0.1,i,0,COc1ccc(OC)c(-c2cc(C(=O)Nc3c(C)n(C)n(-c4ccccc4)c3=O)no2)c1
-1,-3,-3,2,i,4,3,0.3,i,4,O=C(COC(=O)C1CC1)NCCc1ccccc1
0,-13,-4,-3,i,-2,1,0.8,i,1,O=C(OCC(=O)N1CCCc2ccccc21)C1CCN(S(=O)(=O)c2cccs2)CC1
-2,-2,5,-2,i,-1,0,0.1,i,-1,C/C=C/C(=O)Nc1nnc(C(C)C)s1
-3,-2,-4,3,i,2,-12,-1.7,i,3,N/C(=N\OC(=O)c1cccc(Br)c1)c1ccc([N+](=O)[O-])cc1
2,-20,-7,2,i,-1,-17,0.1,i,0,O=C(N/N=C/c1cc([N+](=O)[O-])ccc1O)C1CC1
2,-10,-7,-7,i,-23,8,-0.8,i,-6,Cn1c(CNC(=O)C2CCCCC2)cc2cc(Cl)ccc21
0,-11,-3,0,i,2,5,-0.3,i,1,O=C(O)c1c(F)c(F)c(F)c(F)c1-c1ccc(Cl)cc1
-2,-1,-2,-5,i,6,1,0.5,i,2,O=C(CSC1=NCCS1)Nc1cccc(F)c1

Some entries already given, limited to LMPTP inh and SUMO1-SIM PPI:
Structure	LMPTP inh	SUMO1-SIM PPI
COc1ccc2cc3cc(C(=O)NCCCN4CCC(C)CC4)oc3nc2c1	3.4	-29
O=C(O)/C=C/C(=O)NNC(=O)c1cc(-c2ccccc2)n[nH]1	1.2	16

The list goes on.
STEP block,Scp-1 inhibitor,NadD block,CSN deneddyl inh,Rpn11 inh,Rin1-Abl PPI inh,SUMO1-SIM PPI,LMPTP inh,Neddyl block,DNMT1 inh,compound
-2,18,1,1,i,0,5,-0.4,i,-3,Cc1ccc(CNC(=O)[C@H](C)NC(=O)C2CCN(C(=O)[C@@H](N)CC(C)C)CC2)cc1
-2,-6,-8,-4,i,-2,-2,-1.3,i,-1,O=C(N/N=C/c1ccccn1)c1cccs1
0,-2,2,2,i,3,-4,-0.5,i,1,CCCn1c(N)c(N(CCOC)C(=O)CCC2CCCCC2)c(=O)[nH]c1=O
-1,.,7,2,i,0,-3,-0.1,i,-3,CCC(CC)C(=O)N(C)c1c(C)nc2c(OCc3ccc(Cl)cc3)cccn12
-1,-8,-4,1,i,-1,1,1.0,i,1,COC(C(=O)N/N=C/c1ccc(OCC(=O)N2CCOCC2)cc1)c1ccccc1 (stereo not given)
3,-8,6,-1,i,2,1,-1.3,i,-1,CCOc1ccc(OCC)c(NC(=O)C2CCN(S(=O)(=O)c3cccnc3)CC2)c1
-2,1,-7,-9,i,-5,0,-1.3,i,-3,CCN(CC)C(=O)Cn1cc(SCC(=O)NCc2ccco2)c2ccccc21
2,.,-7,2,i,-3,3,-0.3,i,0,CC1(C(=O)NS(=O)(=O)c2ccccc2Cl)CCN1C(=O)Cc1ccc(Cl)cc1Cl (stereo not given)
0,-9,2,-4,i,-2,7,-0.3,i,0,Cc1ccc(C(=O)OCC(=O)NNC(=O)c2ccccc2)c(O)c1
-1,-8,-2,6,i,2,1,-0.1,i,-2,COc1ccc(C(=O)N2CCCN(C)CC2)cc1S(=O)(=O)N1CCCc2ccccc21
2,-14,-4,2,i,1,0,4.2,i,-11,Cc1sc2nc(SCC(=O)C(C)(C)C)n(Cc3ccco3)c(=O)c2c1C
1,-7,-3,4,i,-3,-19,2.5,i,1,O=C(N/N=C/c1cccc2ccccc12)c1cccc(F)c1
-2,1,-7,-7,i,-1,4,-0.1,i,0,O=C(Cn1[nH]c(=O)c2ccccc2c1=O)Nc1cccc(S(=O)(=O)N2CCCCCC2)c1
-1,0,3,10,i,-3,0,0.0,i,-3,COc1cccc(-c2cc(C(=O)Nc3cc(C)nn3-c3ccccc3)no2)c1
-1,5,-3,12,i,4,-1,2.3,i,8,COc1ccc(CCNC(=O)C(CC(C)C)NC(N)=O)cc1 (stereo not given)
4,8,-1,-1,i,-3,-7,-0.7,i,2,O=Nc1ccc(NOC(=O)c2ccccc2)cc1
0,-6,3,-1,i,-5,1,11,i,1,Cc1nc2ccc(Cl)cc2c(-c2ccccc2Cl)c1CC(=O)O
-1,7,-5,-2,i,0,-1,-0.2,i,1,CC(C)CN(C(=O)c1cc(Cl)nc2ccccc12)C1CCS(=O)(=O)C1 (stereo not given)
1,0,18,-1,i,-10,-25,3.9,i,-5,O=S(=O)(c1ccc(N2CC=C(c3ccccc3)CC2)nc1)N1CCCC1
3,-6,-1,-4,i,4,3,-0.2,i,-1,CC(C)CCNC(=O)CN(Cc1ccco1)C(=O)CCC(=O)Nc1nccs1

Record cards, from the list above. Order of values: STEP block	Scp-1 inhibitor	NadD block	CSN deneddyl inh	Rpn11 inh	Rin1-Abl PPI inh	SUMO1-SIM PPI	LMPTP inh	Neddyl block	DNMT1 inh
O=C(N/N=C/c1cccc2ccccc12)c1cccc(F)c1 as listed: 1	-7	-3	4	i	-3	-19	2.5	i	1
CC(C)CN(C(=O)c1cc(Cl)nc2ccccc12)C1CCS(=O)(=O)C1 (stereo not given) as listed: -1	7	-5	-2	i	0	-1	-0.2	i	1
CC1(C(=O)NS(=O)(=O)c2ccccc2Cl)CCN1C(=O)Cc1ccc(Cl)cc1Cl (stereo not given) as listed: 2	.	-7	2	i	-3	3	-0.3	i	0
O=S(=O)(c1ccc(N2CC=C(c3ccccc3)CC2)nc1)N1CCCC1 as listed: 1	0	18	-1	i	-10	-25	3.9	i	-5

Continued:
STEP block,Scp-1 inhibitor,NadD block,CSN deneddyl inh,Rpn11 inh,Rin1-Abl PPI inh,SUMO1-SIM PPI,LMPTP inh,Neddyl block,DNMT1 inh,compound
-1,-9,-4,-3,i,0,3,0.1,i,1,O=C(COc1ccc(Br)cc1Cl)NC1CCN(Cc2ccccc2)CC1
-6,.,-1,0,i,-1,1,1.1,.,0,O=C(NCc1ccncc1)C1Cc2c(-c3ccc4c(c3)OCO4)ccnc2O1 (stereo not given)
-2,-15,-11,-3,i,2,-3,-1.6,i,-4,O=C(NCc1ccc(F)cc1)c1cc(S(=O)(=O)N2CCOCC2)ccc1F
2,0,1,0,i,0,5,-0.3,i,-3,O=C(Nc1ccc(S(=O)(=O)N2CCCC2)cc1)c1ccc2c(=O)n3c(nc2c1)CCCCC3
